NCI-60 one-dose screen, 48 h, at 10 µM unless noted. Numbers give growth in % (100 = growth as untreated, 0 = no growth, -100 = all killed).
HCC-2998: HCC-2998 colon cancer; 79,000 compounds, 4.7% hits; AID 1794799
KM12: KM12 colon cancer cells; 82,000 compounds, 5% hits
SNB-75: SNB-75 CNS cancer. 79,000 compounds, 5% hits
HT29: HT29 colon cancer | 81,000 compounds, 7.4% hits | AID 1794748
SNB-19: SNB-19 CNS cancer cells | 81,000 compounds, 2.5% hits
SF-268: SF-268 CNS cancer cells. 82,000 compounds, 3.1% hits. AID 1794759
HCT-116: HCT-116 colon cancer; 82,000 compounds, 7.3% hits; AID 1794798
HCT-15: HCT-15 colon cancer. 82,000 compounds, 5.2% hits. AID 1794746
SW-620: SW-620 colon cancer; 82,000 compounds, 5.2% hits; AID 1794795
The depositor's hits bear a star; nt = no result given; [ ] = remark or other dose. Rule for the calls: active = growth percent below 10; inactive = the rest.

SMILES	HCC-2998	KM12	SNB-75	HT29	SNB-19	SF-268	HCT-116	HCT-15	SW-620
C[C@H]1CC2C([C@@H](O)C[C@@]3(C)C2CC[C@]3(O)C(=O)COC(=O)CCC(=O)O)[C@@]2(C)C=CC(=O)C=C12 (stereo partly drawn)	101	94	130	95	102	90	107	106	98
CCCCS(=O)(=O)NC(=S)Nc1ccccc1	100	107	92	94	102	104	106	99	106
COC(=O)C1=Cc2nc(C=O)cc3c4ccccc4n(c23)C1C(=O)OC (stereo not drawn)	106	105	86	106	99	97	95	100	94
Cc1cc(Nc2ccc(OCc3ccccc3)cc2)nc2cc(O)ccc12	-34*	46	82	2.1*	71	80	31	17	11
CNCC(O)c1cccc(O)c1 (stereo not drawn)	102	107	88	95	105	102	97	103	110
CCOC(=O)C1=C(C)NC(=S)NC1c1cc(=O)oc2ccc(C)cc12 (stereo not drawn)	101	99	102	98	106	98	87	106	92
CC[C@]12C=CCN3CC[C@@]4(c5cc(NC(=O)COc6cc(O)c7c(=O)cc(-c8ccccc8)oc7c6)c(OC)cc5N(C)[C@H]4[C@@](O)(C(=O)OC)[C@@H]1OC(C)=O)[C@@H]32	-98*	-82*	-34*	-61*	-54*	-61*	-89*	-69*	7.8*
CN1c2ccccc2C(C)(C)C12CC(c1ccc(Cl)c(S(=O)(=O)N3CCCC3)c1)=NO2 (stereo not drawn)	49	49	71	37	79	73	34	36	44
Nc1nc(Nc2ccc(OCc3cccc(F)c3)cc2)c2c(n1)[nH]c1ccc(O)cc12	-18*	-48*	-63*	-84*	12	-15*	-97*	-8.6*	-50*
C1=C(c2ccccc2)CC(c2ccccc2)=C1	106	110	79	90	96	105	106	92	103
Nc1cccc2c1C(=O)c1ccccc1-2	110	108	93	nt	90	103	106	102	103
COC(=O)[C@H]1Cc2c[nH]c3cccc(c23)N(C)[C@@H](C(C)C)C(=O)N1	94	100	92	98	94	99	95	103	101

Reprinted at random: 6 compounds from above, in no set order.
SMILES	HCC-2998	KM12	SNB-75	HT29	SNB-19	SF-268	HCT-116	HCT-15	SW-620
CNCC(O)c1cccc(O)c1 (stereo not drawn)	102	107	88	95	105	102	97	103	110
COC(=O)[C@H]1Cc2c[nH]c3cccc(c23)N(C)[C@@H](C(C)C)C(=O)N1	94	100	92	98	94	99	95	103	101
C1=C(c2ccccc2)CC(c2ccccc2)=C1	106	110	79	90	96	105	106	92	103
Nc1nc(Nc2ccc(OCc3cccc(F)c3)cc2)c2c(n1)[nH]c1ccc(O)cc12	-18*	-48*	-63*	-84*	12	-15*	-97*	-8.6*	-50*
Nc1cccc2c1C(=O)c1ccccc1-2	110	108	93	nt	90	103	106	102	103
C[C@H]1CC2C([C@@H](O)C[C@@]3(C)C2CC[C@]3(O)C(=O)COC(=O)CCC(=O)O)[C@@]2(C)C=CC(=O)C=C12 (stereo partly drawn)	101	94	130	95	102	90	107	106	98

Continued.
SMILES	HCC-2998	KM12	SNB-75	HT29	SNB-19	SF-268	HCT-116	HCT-15	SW-620
COc1cc(C)cc2oc3oc(=O)c(-c4csc(-c5cc6ccccc6oc5=O)n4)cc3c(=O)c12	106	107	113	110	99	105	106	114	105
COCCNC(=O)Cc1c(-c2ccccc2)oc2cc(OC)c(OC)c(OC)c12	111	109	98	107	105	101	106	104	105
Cc1nc2ccc(OCc3cn(-c4ccc(F)c(Cl)c4)nn3)cc2c(=O)n1Cc1ccccc1	81	78	79	76	70	70	53	76	95
COc1cccc(COc2ccc(/C=C3\C(=O)Nc4ccc(Cl)cc43)cc2)c1	109	96	91	104	96	106	97	90	100
CC(C)C[C@H]1C(=O)O[C@H](C(C)C)C(=O)N(C)[C@@H](C(C)C)C(=O)O[C@H](C(C)C)C(=O)N(C)[C@@H](C(C)C)C(=O)O[C@H](C(C)C)C(=O)N1C	23	17	7.5*	8.4*	22	20	9.6*	17	18
OCC(I)CO	101	101	102	101	110	101	97	nt	105
N#Cc1c(-c2ccc(Cl)cc2)nc(SCc2ccc(F)cc2)nc1N1CCNCC1	-32*	34	65	-52*	77	73	-94*	1.3*	-80*
COc1cc(-c2csc(NC(=O)c3cc(-n4cnc(C)c4)cc(C(F)(F)F)c3)n2)cc(OC)c1OC	84	56	79	53	62	69	40	39	78
O=C1CC(c2ccccc2)=C(c2ccccc2)C1c1ccccc1 (stereo not drawn)	nt	98	86	90	96	98	89	96	98
CSc1nc(N)nc2c1ncn2C	100	96	96	87	110	99	92	102	101
CCOC(=O)C(C(C)=O)=P(c1ccccc1)(c1ccccc1)c1ccccc1	93	101	98	104	100	97	101	98	104
S=C(SCc1ccc(-c2ccccc2-c2nn[nH]n2)cc1)n1cncn1	97	100	102	97	102	100	98	103	114
CC/C(C)=C1/C(=O)Nc2cc(Cl)c(CCCl)cc21	110	97	83	109	92	98	96	95	103
O=C1C(Cl)=CC(=NCl)C=C1Cl	100	101	81	105	101	103	100	108	102
Cc1nn(-c2ccc(F)cc2)c2ncnc(Nc3ccc(F)c(Cl)c3)c12	98	98	75	86	80	96	81	97	89
Cc1cc(=O)[nH]c(N/N=C\c2c(Cl)cccc2Cl)n1	117	117	96	103	92	113	107	102	114
O=c1n(CC2CO2)c(=O)n(CC2CO2)n1CC1CO1 (stereo not drawn)	75	84	80	69	62	54	58	60	66
COc1cccc(-c2nc3sccn3c2-c2ccnc(NCCCNS(=O)(=O)c3cccc(F)c3)c2)c1	65	23	29	39	55	41	21	14	50
COc1cc(N)c2ncccc2c1Cl	106	117	100	91	99	106	95	91	109
Cc1cc(NS(=O)(=O)c2ccccc2)c(OS(=O)(=O)c2ccccc2)cc1C	106	107	89	111	98	105	96	102	107
CN(C)c1ccccc1Br	101	112	95	123	108	104	101	102	104
CCCCOc1nc2ccccc2cc1C1CNC(=O)c2ccccc2N1 (stereo not drawn)	57	24	3.1*	0.9*	33	44	16	15	21
COc1cccc(NC(=O)Nc2ccc(Nc3ncnc4sc(C(=O)NO)c(C)c34)cc2)c1	104	103	93	104	100	93	103	99	101
COc1ccc(CCC2CCCC2(C)C2CC2)cc1 (stereo not drawn)	106	120	163	97	90	111	103	102	108

Rewritten with two lines to a compound: entries from further up.
Below each compound – HCC-2998, KM12, SNB-75, HT29, SNB-19, SF-268, HCT-116, HCT-15, SW-620
> COc1cccc(NC(=O)Nc2ccc(Nc3ncnc4sc(C(=O)NO)c(C)c34)cc2)c1
→ 104, 103, 93, 104, 100, 93, 103, 99, 101
> CC/C(C)=C1/C(=O)Nc2cc(Cl)c(CCCl)cc21
→ 110, 97, 83, 109, 92, 98, 96, 95, 103
> Cc1nn(-c2ccc(F)cc2)c2ncnc(Nc3ccc(F)c(Cl)c3)c12
→ 98, 98, 75, 86, 80, 96, 81, 97, 89
> COc1cc(N)c2ncccc2c1Cl
→ 106, 117, 100, 91, 99, 106, 95, 91, 109

(continued)
SMILES	HCC-2998	KM12	SNB-75	HT29	SNB-19	SF-268	HCT-116	HCT-15	SW-620
CC(=O)/C(=C/c1ccccc1Br)C(=O)c1ccccc1	102	45	62	71	73	59	44	47	69
COc1ccc(CSc2nc3ccc(Cl)cc3c(=O)n2Cc2ccccc2)cc1	114	107	79	101	101	104	99	nt	101
O=C(c1ccc(F)cc1)C1CCN(CCCn2c(=O)[nH]c3ccccc32)CC1	102	94	75	92	101	103	nt	96	97
CCN(CC)S(=O)(=O)c1ccc2[nH]c(=O)cc(C(=O)Nc3ccc(OC)cc3OC)c2c1	75	110	110	126	104	95	97	106	108
O=C1NC(=O)C(c2ccco2)N1 (stereo not drawn)	109	110	90	98	102	103	103	110	97
Cc1oc(-c2ccccc2)nc1CNC1CCCCCC1	64	105	112	78	95	89	74	79	95
O=C(/C=C/c1ccccc1)c1cccc(OCCCCOc2cccc(C(=O)/C=C/c3ccccc3)c2)c1	101[4.75 µM]	97[4.75 µM]	83[4.75 µM]	96[4.75 µM]	102[4.75 µM]	98[4.75 µM]	22[4.75 µM]	99[4.75 µM]	99[4.75 µM]
COC(=O)c1cccc(I)c1	nt	96	96	102	104	102	100	100	nt
CCCC(=O)NC(C)C(=O)Nc1ccccc1C(=O)OCC (stereo not drawn)	104	110	99	108	105	110	100	111	103
CCN1CCN(S(=O)(=O)c2oc(-c3ccc(Cl)cc3)nc2C#N)CC1	115	92	88	2.8*	96	112	12	-35*	-24*
Cc1cc(CN(C)C)c(O)c(C(=O)O)c1	101	100	91	109	105	99	97	98	100
CN1CCC(=O)/C(=C/c2c(-c3ccc(Cl)cc3)nn(-c3ccccc3)c2C(F)(F)F)C1	102	104	94	103	102	111	102	101	106
C=C(C)[C@@H]1CC[C@]2(C(=O)NNC(=O)c3cccnc3)CC[C@]3(C)[C@H](CC[C@@H]4[C@@]5(C)CCCNC(C)(C)[C@@H]5CC[C@]43C)[C@@H]12	73	78	80	11	91	87	46	62	86
Cc1ccc(Nc2nnc(-c3c[nH]c4ccccc34)o2)c(C)c1	-14*	7.8*	27	-38*	31	33	1.3*	8.9*	31
OC1OCC(COc2ccc(Cl)cc2)OC1O (stereo not drawn)	106	111	134	120	nt	103	105	102	100
O=C(c1ccccc1)c1ccc2nc(-c3ccco3)c(-c3ccco3)nc2c1	104	106	82	98	99	111	97	97	106
CSc1nc2nc3c(nc2c(=O)n1C)C(=O)c1ccccc1C3=O	-70*	-64*	-98*	-21*	-66*	-18*	-38*	-72*	-56*
O=C(CCc1nnc2sc(CCl)nn12)c1nc2ccccc2[nH]1	101	102	112	106	110	99	100	97	94
O=C1CC(C(F)(F)F)Cc2nc3ccc(F)cc3cc21 (stereo not drawn)	102	102	87	nt	97	100	101	106	104
N#C/C(=C\c1c[nH]c2ccccc12)C(=O)Nc1sc2c(c1C#N)CCC2	109	102	94	115	101	105	104	97	110
Nc1ccc([N+](=O)[O-])c(N)c1	100	109	nt	105	98	100	103	102	nt
CS(=O)(=O)c1nccc(-c2c(-c3cccc(O)c3)nc3sccn23)n1	114	97	70	92	103	98	91	101	106

Compound activity: PubChem, NCI

An unsorted share of the library. About 11% of those tested had a hit in this group.
